NSD2 inh – blocks human NSD2 histone methyltransferase activity | inhibition, % at 12.5 µM | AID 624260 | 44,000 tested, 0.07% active | NSD2-SET H3K36me1 DELFIA fluorescence, biochemical | O96028; in the data active = inhibition above about 54%, passing the limit was not always enough;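 also: inhibitors reduce the monomethyl H3K36 fluorescence signal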
Numbers without * were called inactive. Only part of the results is shown; rates above refer to the full screens.

| NSD2 inh | Structure |
| --- | --- |
| 0 | C[C@H]1CN([C@@H](C)CO)C(=O)Cc2cc(NS(=O)(=O)c3cccs3)ccc2O[C@@H]1CN(C)S(=O)(=O)c1ccc(F)cc1 |
| -5 | C[C@@H]1CN([C@@H](C)CO)C(=O)c2cc(NS(=O)(=O)c3ccc(F)cc3)ccc2O[C@@H]1CN(C)S(=O)(=O)c1ccccc1 |
| -7 | C[C@H](CO)N1C[C@H](C)[C@@H](CN(C)C(=O)CCC(F)(F)F)OCCCC[C@H](C)Oc2ccc(NS(=O)(=O)c3ccc(Cl)cc3)cc2C1=O |
| -5 | COc1ccc(S(=O)(=O)Nc2ccc3c(c2)C(=O)N([C@@H](C)CO)C[C@H](C)[C@H](CN(C)CC2CCCCC2)O3)cc1 |
| -4 | C[C@@H]1CN([C@H](C)CO)C(=O)c2cc(C#Cc3cccc(F)c3)cnc2O[C@H]1CN(C)CC1CCOCC1 |
| -8 | COc1ccc(NC(=O)Nc2ccc3c(c2)C(=O)N([C@H](C)CO)C[C@@H](C)[C@@H](CN(C)C(=O)Nc2ccc(C(F)(F)F)cc2)O3)cc1 |
| 5 | C=CCn1c(=O)[nH]c2nc3cc(N=CN(C)C)c(C)cc3nc2c1=O |
| 0 | CS(=O)(=O)Nc1ccc2c(c1)[C@@H]1C[C@H](CC(=O)NCc3ccncc3)O[C@@H](CO)[C@@H]1O2 |
| 0 | COCC#Cc1cnc2c(c1)C(=O)N([C@H](C)CO)C[C@@H](C)[C@H](CN(C)C(=O)c1cnccn1)O2 |
| 0 | C[C@H](O)C#Cc1cnc2c(c1)C(=O)N([C@@H](C)CO)C[C@H](C)[C@@H](CN(C)Cc1ccc(-c3ccccc3)cc1)O2 |
| 5 | Cc1noc(C)c1S(=O)(=O)Nc1ccc2c(c1)C(=O)N([C@@H](C)CO)C[C@@H](C)[C@H](CN(C)C(=O)c1ccncc1)OCCCC[C@H](C)O2 |
| 10 | Cc1nc2sccn2c(=O)c1CCN1CCC(=C(c2ccc(F)cc2)c2ccc(F)cc2)CC1 |
| 2 | C[C@@H]1CN([C@@H](C)CO)C(=O)c2cc(NC(=O)C3CCCCC3)ccc2O[C@@H]1CN(C)S(=O)(=O)c1ccc(Cl)cc1 |
| 4 | COc1ccc(NC(=O)Nc2ccc3c(c2)CC(=O)N([C@@H](C)CO)C[C@H](C)[C@@H](CN(C)Cc2ccccc2)O3)cc1 |
| 3 | CNC[C@@H]1Oc2ncc(-c3ccccc3C)cc2C(=O)N([C@@H](C)CO)C[C@@H]1C |
| -8 | COc1ccc(S(=O)(=O)N(C)C[C@H]2Oc3ccc(NC(=O)Nc4ccc(C(F)(F)F)cc4)cc3C(=O)N([C@@H](C)CO)C[C@@H]2C)cc1 |
| 1 | C[C@H]1CN([C@@H](C)CO)C(=O)c2cc(NC(=O)NC3CCCCC3)ccc2O[C@@H]1CN(C)C(=O)NC1CCCCC1 |
| 2 | C[C@@H]1CCCCO[C@@H](CN(C)Cc2ccccc2)[C@H](C)CN([C@H](C)CO)C(=O)c2cc(NC(=O)CCCN(C)C)ccc2O1 |
| -10 | O=C(C[C@H]1C[C@H]2c3cc(NC(=O)c4cccnc4)ccc3O[C@H]2[C@H](CO)O1)NC1CCCCC1 |
| 0 | C[C@@H]1CN([C@H](C)CO)S(=O)(=O)c2ccc(C3=CCCCC3)cc2O[C@@H]1CN(C)Cc1cccc(C(=O)O)c1 |
| 5 | CCCN(C)C[C@@H]1Oc2cc(-c3ccc(C)cc3)ccc2S(=O)(=O)N([C@H](C)CO)C[C@@H]1C |
| -2 | C[C@@H]1CN([C@H](C)CO)S(=O)(=O)c2ccc(/C=C/c3ccccc3)cc2O[C@@H]1CN(C)C(=O)CN1CCOCC1 |
| 1 | CC(C)NC(=O)N(C)C[C@@H]1OCCCC[C@H](C)Oc2ccc(NC(=O)c3ccccc3)cc2C(=O)N([C@@H](C)CO)C[C@@H]1C |
| 3 | N/C(CCCN1CCCCC1)=N\O |
| 3 | C[C@H](CO)N1C[C@H](C)[C@@H](CN(C)C(=O)C2CCOCC2)Oc2cc(C#Cc3ccncc3)ccc2S1(=O)=O |
| 1 | O=C(C[C@H]1C[C@H]2c3cc(NC(=O)C4CCOCC4)ccc3O[C@H]2[C@H](CO)O1)NCc1cc(F)ccc1F |
| -94 | O=C(C[C@H]1C=C[C@H](NC(=O)CN2CCOCC2)[C@@H](CO)O1)NCc1cccc(F)c1 |
| 13 | COCCOC(=O)N1C(=O)[C@@]2(c3cc(C#CCC(C(=O)OC)C(=O)OC)ccc31)[C@H](C(N)=O)[C@H]1C(=O)O[C@H](c3ccccc3)[C@H](c3ccccc3)N1[C@@H]2c1ccc(OCCO)cc1 |
| -13 | C[C@@H]1CN([C@H](C)CO)C(=O)c2cc(NS(=O)(=O)c3cn(C)cn3)ccc2O[C@@H]1CN(C)S(=O)(=O)c1ccc(F)cc1 |
| -7 | CCC(=O)N(C)C[C@H]1Oc2cc(C#Cc3ccccc3)ccc2S(=O)(=O)N([C@H](C)CO)C[C@@H]1C |
| -5 | C[C@H]1CN([C@@H](C)CO)C(=O)c2cccc(NC(=O)C3CCCCC3)c2O[C@@H]1CN(C)S(C)(=O)=O |
| -3 | COc1ccccc1CN(C)C[C@H]1OCc2cnnn2CCCC(=O)N([C@H](C)CO)C[C@@H]1C |
| 0 | C[C@@H]1CN([C@H](C)CO)C(=O)c2cc(NC(=O)Nc3ccc(F)cc3)ccc2O[C@@H](C)CCCCO[C@H]1CN(C)C(=O)c1ccccc1 |
| -5 | O=C(CCN1C(=O)c2ccccc2C1=O)Nc1ccc(Nc2ccccc2)cc1 |
| 7 | CC(=O)N(C)C[C@H]1Oc2cc(C#CC3(O)CCCC3)ccc2S(=O)(=O)N([C@H](C)CO)C[C@@H]1C |
| 4 | C[C@H](CO)N1C[C@H](C)[C@@H](CN(C)C(=O)C2CCC2)Oc2ncc(-c3cccc(C#N)c3)cc2C1=O |
| -10 | C[C@H](CO)N1C[C@H](C)[C@H](CN(C)Cc2ccccc2C(=O)O)Oc2cc(C#CC3CCCC3)ccc2S1(=O)=O |
| -2 | Clc1nc(Cl)c2cc(Br)ccc2n1 |
| 3 | C[C@@H]1CN([C@H](C)CO)S(=O)(=O)c2ccc(C#Cc3cccnc3)cc2O[C@@H]1CN(C)CC1CC1 |
| -2 | CC(C)NC(=O)N(C)C[C@@H]1OCCCC[C@H](C)Oc2ccc(NC(=O)Nc3ccc(F)cc3)cc2C(=O)N([C@@H](C)CO)C[C@H]1C |
| 7 | C[C@H](CO)N1C[C@H](C)[C@@H](CN(C)C(=O)c2ccccc2)OCCCC[C@H](C)Oc2ccc(NC(=O)C3CCCCC3)cc2C1=O |
| -4 | CCC(=O)N(C)C[C@H]1Oc2ncc(C#CC(C)(C)O)cc2C(=O)N([C@H](C)CO)C[C@@H]1C |
| 4 | Cc1ccccc1CN(C)C[C@@H]1OCc2cnnn2CCCC(=O)N([C@@H](C)CO)C[C@@H]1C |
| -5 | COc1cc(O)cc(C2=C(C)CC(O)C2=O)c1 (configuration not stated) |
| 4 | C[C@H]1CN([C@@H](C)CO)C(=O)c2cc(NS(=O)(=O)c3ccc(Cl)cc3)ccc2O[C@H]1CN(C)Cc1ccncc1 |
| 6 | CC(C)CC#Cc1cnc2c(c1)C(=O)N([C@@H](C)CO)C[C@H](C)[C@H](CN(C)C(=O)c1cccnc1)O2 |
| 4 | C[C@@H]1CN([C@@H](C)CO)C(=O)c2cc(/C=C/c3ccccc3)cnc2O[C@@H]1CN(C)Cc1ccc2c(c1)OCO2 |
| -6 | Cc1noc(C)c1NC(=O)Nc1ccc2c(c1)CC(=O)N([C@@H](C)CO)C[C@H](C)[C@@H](CN(C)Cc1ccc(Oc3ccccc3)cc1)O2 |
| 0 | COc1cc(/C=N/NC(=O)CCCCCC(=O)O)c([N+](=O)[O-])cc1OC |
| 12 | C[C@H]1CN([C@@H](C)CO)C(=O)c2cc(-c3cccc(F)c3)cnc2O[C@H]1CN(C)C(=O)C1CCOCC1 |
| 2 | O=C(C[C@H]1C[C@H]2c3cc(NC(=O)Nc4ccccc4)ccc3O[C@H]2[C@H](CO)O1)NC1CCCCC1 |
| -3 | Cc1ccc(-c2ccc3c(c2)O[C@@H](CN(C)Cc2cncnc2)[C@@H](C)CN([C@@H](C)CO)S3(=O)=O)cc1 |
| 0 | C[C@H]1CN([C@@H](C)CO)S(=O)(=O)c2ccc(-c3ccccc3)cc2O[C@H]1CN(C)S(C)(=O)=O |
| 11 | COc1ccc(S(=O)(=O)N(C)C[C@@H]2Oc3ccc(NC(=O)NC(C)C)cc3CC(=O)N([C@H](C)CO)C[C@H]2C)cc1 |
| 0 | C[C@@H]1CN([C@H](C)CO)C(=O)Cc2cc(NC(=O)CCCCCC(=O)Nc3ccccc3N)ccc2O[C@H]1CN(C)Cc1ccc(Cl)c(Cl)c1 |
| 7 | C[C@@H]1CN([C@H](C)CO)C(=O)c2cc(NS(C)(=O)=O)ccc2O[C@H]1CN(C)S(=O)(=O)c1ccc(F)cc1 |
| -9 | CCCCCCCCCCCCC/C=C/C(O)C(CO)NC(C)=O (configuration not stated) |
| 2 | Cc1noc(C)c1NC(=O)N(C)C[C@@H]1OCCCC[C@H](C)Oc2ccc(NS(=O)(=O)c3ccccc3)cc2C(=O)N([C@@H](C)CO)C[C@H]1C |
| 5 | O=C(CCCCCC(=O)Nc1ccccc1O)N/N=C/c1ccc(O)cc1O |
| -5 | COc1cc2ncnc(Nc3ccc(Oc4ccccc4)cc3)c2cc1OC |

Next records
| NSD2 inh | Structure |
| --- | --- |
| -2 | COC(=O)CCCCCCC(=O)N/N=C/c1ccc(C(=O)O)cc1 |
| 4 | O=C(Nc1ccccc1)C(O)C(O)C(=O)Nc1ccccc1 (configuration not stated) |
| -4 | C[C@@H]1CCCCO[C@H](CN(C)C(=O)CCCN(C)C)[C@@H](C)CN([C@@H](C)CO)C(=O)c2cc(NC(=O)c3ccncc3)ccc2O1 |
| 27 | C[C@@H]1CCCCO[C@H](CN(C)S(=O)(=O)c2cccs2)[C@@H](C)CN([C@@H](C)CO)C(=O)c2cc(NC(=O)NC3CCCCC3)ccc2O1 |
| -3 | C[C@H](CO)N1C[C@H](C)[C@H](CN(C)C(=O)Nc2ccc(F)cc2)Oc2c(NC(=O)NC3CCCCC3)cccc2C1=O |
| 0 | COc1ccc(CN(C)C[C@H]2Oc3c(NC(=O)Nc4ccc(F)cc4)cccc3C(=O)N([C@H](C)CO)C[C@@H]2C)cc1 |
| 3 | C[C@@H]1CN([C@H](C)CO)S(=O)(=O)c2ccc(C#CC3CCCC3)cc2O[C@@H]1CN(C)C(=O)Cc1ccccc1 |
| 2 | O=C(N/N=C/c1c[nH]c2ccccc12)c1ccccn1 |
| 1 | Cc1noc(C)c1S(=O)(=O)Nc1ccc2c(c1)C(=O)N([C@@H](C)CO)C[C@H](C)[C@H](CN(C)S(=O)(=O)c1ccc(F)cc1)O2 |
| 6 | CC(C)NC(=O)N(C)C[C@@H]1Oc2ncc(C#CCC3CCCC3)cc2C(=O)N([C@@H](C)CO)C[C@H]1C |
| -7 | C[C@@H]1CN([C@H](C)CO)C(=O)c2cc(NC(=O)Nc3ccccc3)ccc2O[C@H]1CN(C)Cc1ccc(C(F)(F)F)cc1 |
| 0 | C[C@H](CO)N1C[C@H](C)[C@@H](CN(C)Cc2ccc(-c3ccccc3)cc2)Oc2ccc(NC(=O)Cc3ccccc3)cc2C1=O |
| -1 | C[C@H](CO)N1C[C@H](C)[C@@H](CN(C)S(=O)(=O)c2ccc(F)cc2)Oc2c(NC(=O)CCCCCC(=O)Nc3ccccc3N)cccc2C1=O |
| -5 | CC(=O)NC(Cc1c[nH]c2ccccc12)C(=O)OCc1cc(C(F)(F)F)cc(C(F)(F)F)c1 (configuration not stated) |
| 3 | C[C@@H]1CN([C@H](C)CO)C(=O)c2cc(NC(=O)Nc3ccc(C(F)(F)F)cc3)ccc2O[C@@H](C)CCCCO[C@@H]1CN(C)Cc1ccccc1 |
| 2 | COCC#Cc1ccc2c(c1)O[C@H](CN(C)C(=O)C1CCOCC1)[C@@H](C)CN([C@H](C)CO)S2(=O)=O |
| -1 | C[C@@H]1CN([C@H](C)CO)C(=O)Cc2cc(NS(=O)(=O)c3ccc(F)cc3)ccc2O[C@H]1CN(C)C(=O)Nc1ccc(C(F)(F)F)cc1 |
| -2 | C[C@H](CO)N1C[C@H](C)[C@H](CN(C)CC2CC2)Oc2ccc(NS(=O)(=O)c3cn(C)cn3)cc2C1=O |
| -2 | C[C@@H]1CN([C@@H](C)CO)C(=O)c2cc(NC(=O)NC3CCCCC3)ccc2O[C@H]1CN(C)Cc1ccc(C(F)(F)F)cc1 |
| 1 | C[C@H](CO)N1C[C@H](C)[C@@H](CN(C)S(=O)(=O)c2ccc(C#N)cc2)OCc2ccccc2-c2ccccc2C1=O |
| 1 | C[C@@H]1CCCCO[C@@H](CN(C)S(=O)(=O)c2cccs2)[C@H](C)CN([C@@H](C)CO)C(=O)c2cc(NS(=O)(=O)c3ccccc3)ccc2O1 |
| 5 | COc1cccc(-c2ccc3c(c2)O[C@H](CN(C)Cc2ccncc2)[C@@H](C)CN([C@@H](C)CO)S3(=O)=O)c1 |
| -1 | C[C@@H]1CN([C@H](C)CO)C(=O)c2cc(NC(=O)CCC(F)(F)F)ccc2O[C@H]1CN(C)C |
| 2 | CC(C)NC(=O)N(C)C[C@@H]1OCc2ccccc2-c2c(n(C)c3ccccc23)C(=O)N([C@H](C)CO)C[C@H]1C |
| -2 | C[C@H](CO)N1C[C@H](C)[C@@H](CN(C)S(=O)(=O)c2ccccc2)Oc2ccc(NS(=O)(=O)c3ccc(Cl)cc3)cc2CC1=O |

Screens deposited in PubChem BioAssay by Broad Institute.
